Bioassay records as filed in PubChem.
TNAP act mid DEA = activators of human TNAP at intermediate phosphate acceptor. P05186. purified TNAP, CDP-star luminescence, 100 mM DEA, 30 min; stronger effect = higher value; scale: 0 levamisole-inhibited, 1 vehicle-only enzyme. activation factor at 20 µM. 64,000 tested, under 10 active. AID 813;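 active = activation factor of at least 2 at 20 µM, relative to controls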
Ec RNAP inh = blocks E. coli RNA polymerase transcription; fluorescence transcription assay; inhibition, %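 (tested at 10 µM)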; 62,000 tested, 0.2% active; AID 559; in the data active = inhibition above about 20%;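 note: 0% = enzyme without compound and 100% = no enzyme blank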
RORA act = RORA (human) activation; P35398; activation, % at 10 µM; AID 560; 65,000 tested, 1.5% active; CHO-K1 Gal4-RORA LBD luciferase reporter, luminescence; percent increase over mock-subtracted basal signal;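 active = activation above the mean of all tested compounds plus 3 SD, cut at about 49% in these data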;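 note: 0% = DMSO-treated RORA cells and 100% = added signal equal to DMSO minus mock-transfected cells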
Target sequence (P35398 whole entry, looked up, the tested form may be a part): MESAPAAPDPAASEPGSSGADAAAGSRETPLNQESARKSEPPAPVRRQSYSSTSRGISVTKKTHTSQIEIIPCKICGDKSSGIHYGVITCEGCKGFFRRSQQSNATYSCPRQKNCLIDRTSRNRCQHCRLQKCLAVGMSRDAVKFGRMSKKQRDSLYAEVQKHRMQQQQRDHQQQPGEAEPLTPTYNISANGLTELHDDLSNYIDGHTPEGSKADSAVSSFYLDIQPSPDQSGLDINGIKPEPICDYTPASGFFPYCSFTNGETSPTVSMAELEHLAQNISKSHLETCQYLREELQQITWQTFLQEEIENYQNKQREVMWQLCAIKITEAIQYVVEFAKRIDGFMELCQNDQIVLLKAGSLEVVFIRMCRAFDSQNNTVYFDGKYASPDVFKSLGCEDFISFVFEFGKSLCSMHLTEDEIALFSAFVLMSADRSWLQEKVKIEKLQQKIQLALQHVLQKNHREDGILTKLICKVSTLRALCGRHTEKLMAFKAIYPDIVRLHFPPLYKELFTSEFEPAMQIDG
M1 agonist = activates the M1 muscarinic receptor; CHO-M1 cells, Fluo-4 calcium fluorescence, agonist mode; stronger effect = higher value; 64,000 tested, 3% active; B-score at 10 µM; AID 626;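 active = fluorescence rise, raw or as B-score row- and column-corrected plate score, outside the 99.7% band of its plate's samples, either direction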
NADH coupling = inhibitors of enzymes used to reach an NAD/NADH endpoint | coupled PK/LDH NADH assays, four targets | AID 774 | 65,000 tested, 0.02% active | IC50, µM (doses to about 10 µM), without a hit: at the top dose inhibition;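 active = single-dose screening hits from any of four coupled enzyme assays that gave an IC50 when retested across doses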;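 note: the DPM-DC format reads NADH fluorescence rather than 340 nm absorbance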
tolC growth inh = E. coli tolC mutant growth inhibition. E. coli BW25113 tolC mutant growth, OD615. growth inhibition, % at 10 µM (by protocol). 65,000 tested, 2.2% active. AID 573;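 active = growth inhibition at or above a cutoff equal to the mean over every tested compound plus 3 SD, cut at about 60% in these data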;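 note: growth measured after 20 h incubation at 37 °C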
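Test system: tolC-deleted E. coli BW25113 | Medium: LB with kanamycin 50 µg/mL | Compound dosing: Single concentration, 10 µM final per compound | Schedule: 37 °C, 20 h exposure | Measured by: OD at 615 nm | Evaluation: Percent growth inhibition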
SF1 activator = SF-1 (human) activation; Q13285; CHO-K1 Gal4-SF-1 LBD luciferase reporter; % increase over DMSO SF-1-specific signal; activation, % at 10 µM; 65,000 tested, 1.9% active; AID 522;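 active = activation above the mean activation of all tested compounds plus 3 SD, cut at about 50% in these data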
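System: CHO-K1 cells with Gal4–hSF-1 LBD chimera plus Gal4-driven luciferase; quantity: 4,000 CHO-K1 cells per well; compound: one dose, 10 µM compound, 1% DMSO; times: 20 h compound treatment, 37 °C; measured by: SteadyLite luciferase luminescence; read-out: percent activation versus DMSO; benchmarks: DMSO and mock-transfected background; replicates: one test per compound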
Fluor 339 460 = intrinsic fluorescence of library compounds, ex339/em460 – biochemical, MLSMR library, data from DPM-DC assay, artefact control, profiling panel; compound autofluorescence, ex339/em460 nm, NADH buffer; stronger effect = higher value; 1 = no-compound wells, NADH background; fluorescence fold increase at 10 µM; 65,000 tested, 5.5% active;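 active = at 10 µM, mean starting fluorescence two-fold or more over control wells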;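 note: signal is the first read of a kinetic run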
M1 antag = M1 muscarinic receptor (rat) antagonism; P08482; CHO-M1 cells, Fluo-4 calcium, ACh EC80 antagonist mode; stronger effect = lower value; B-score at 10 µM; 64,000 tested, 3.4% active; AID 628;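 active = calcium fluorescence response, raw or row-and-column corrected B-score, differing from the plate sample mean either way at a set confidence level, mostly lower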
Target sequence (P08482 whole entry, looked up): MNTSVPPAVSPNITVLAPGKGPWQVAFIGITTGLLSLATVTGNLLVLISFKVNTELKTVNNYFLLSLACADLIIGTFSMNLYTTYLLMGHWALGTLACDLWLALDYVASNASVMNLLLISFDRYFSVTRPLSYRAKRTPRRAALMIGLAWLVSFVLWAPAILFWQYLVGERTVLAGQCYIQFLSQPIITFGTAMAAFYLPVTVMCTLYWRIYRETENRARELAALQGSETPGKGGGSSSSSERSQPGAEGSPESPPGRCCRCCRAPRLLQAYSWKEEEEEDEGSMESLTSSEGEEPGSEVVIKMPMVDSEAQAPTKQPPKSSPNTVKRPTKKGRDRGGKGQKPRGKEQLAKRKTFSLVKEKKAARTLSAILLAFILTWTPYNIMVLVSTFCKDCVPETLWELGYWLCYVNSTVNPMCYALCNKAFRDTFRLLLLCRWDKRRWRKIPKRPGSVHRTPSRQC
Numbers without * were called inactive; x = not tested or not shown; [ ] = remark or other dose.

Fields: TNAP act mid DEA | Ec RNAP inh | RORA act | M1 agonist | NADH coupling | tolC growth inh | SF1 activator | Fluor 339 460 | M1 antag
1) O=C(Oc1ccccc1OC(=O)N1CCOCC1)N1CCOCC1
    1 | 7 | 9 | -0.33 | 2% | -11 | 1 | 1.1 | 0.038
2) O=C(/C=N/O)Nc1ccccc1
    0.8 | 9 | 0 | 1.7 | 6% | -10 | 7 | 0.91 | 0.6
3) Nc1ncnc2nc(SCc3ccccc3)[nH]c12
    0.6 | 6 | -18 | 0.41 | 0% | 2 | -6 | 1.1 | 1.1
4) CC(=C1C(=O)c2ccccc2C1=O)N1CCN(Cc2ccccc2)CC1
    1 | 8 | -12 | -0.62 | 5% | -2 | 3 | 1 | -0.24
5) COc1ccc(-n2c(Cc3cccn3C)nnc2SCC(=O)NCc2ccco2)cc1
    0.9 | 4 | -2 | 0.056 | 13% | -1 | 0 | 1.1 | 0.17
6) CC(=O)Oc1c(S(=O)(=O)c2ccc(C)cc2)c(C)nn1-c1ccccc1
    0.9 | 1 | -5 | 0.62 | 10% | 5 | 9 | 1.1 | 0.77
7) O=C1c2ccccc2C(=O)N1OCc1ccccc1
    0.9 | 15 | -10 | -0.32 | 2% | -10 | 8 | 1 | -0.24
8) O=c1oc2ccccc2c(N2CCCCC2)c1CN1CCCCC1
    0.8 | -10 | -6 | 1.3 | 2% | 11 | -8 | 1 | -0.5
9) CC(C)Cn1c(N2CCN(C(=O)c3cccs3)CC2)nc2ccccc21
    0.9 | x | 9 | 0.1 | 5% | 2 | -25 | 1.1 | -0.32
10) O=C(Cc1cccs1)N1CCN(c2ccccn2)CC1
    0.9 | 7 | 20 | -0.17 | 5% | -9 | -12 | 1.2 | 0.22
11) Cc1nc(NCC2CCCO2)nc2c1C(=O)CC(C)C2 (stereo not drawn)
    0.9 | 3 | 2 | 0.33 | 3% | -9 | 2 | 1.1 | 0.18
12) COc1ccc(C(=O)CSc2nc3nc(C)cc(C)c3c(=O)[nH]2)cc1OC
    0.9 | 7 | 10 | 1.1 | 2% | 15 | -16 | 1.2 | -0.0067
13) N=c1sc2ccccc2n1-c1ccccc1
    0.9 | 1 | 15 | -0.21 | 2% | -5 | -13 | 1.1 | 0.041
14) CCOC(=O)CC1C(=O)NC2CCCCC2N1C(=O)Nc1ccc(Cl)cc1 (stereo not drawn)
    0.9 | 3 | 9 | -0.33 | 9% | 1 | 12 | 1.1 | -0.1
15) COc1ccc(CNc2oc(COc3ccccc3)nc2C#N)cc1
    0.9 | 8 | 15 | 1.2 | 7% | 60 | 24 | 0.96 | -0.28
16) O=C(NCc1cccs1)Nc1cccs1
    0.9 | 4 | -13 | -0.16 | 6% | -2 | -4 | 1.1 | -0.88
17) O=C(c1ccc(F)cc1)N(Cc1ccccc1)C1CCS(=O)(=O)C1 (stereo not drawn)
    0.9 | 1 | -21 | 0.5 | 6% | -10 | -13 | 1.1 | -0.18
18) O=C1CCCC2=C1C(c1ccco1)Nc1ccc3ccccc3c12 (stereo not drawn)
    0.9 | -2 | 0 | -0.48 | 7%[fluoresces] | 15 | -4 | 2.2* | 0.43
19) O=C(Nc1nccs1)c1cc(S(=O)(=O)N2CCCCC2)ccc1Cl
    1 | -9 | 6 | -0.4 | 5% | 6 | -24 | 1.1 | 1.7
20) O=C(c1ccccc1F)N1CCN(Cc2cccc(Cl)c2)CC1
    1 | -7 | -2 | -1.9 | 5% | 12 | -3 | 1 | -0.42
21) O=C(Nc1nc2ccc(Cl)cc2s1)c1ccc(Br)o1
    0.9 | 0 | 54* | -0.3 | 4% | -11 | 48 | 1.2 | 0.26
22) C=CCN(CC=C)S(=O)(=O)c1ccc(F)cc1
    0.9 | 7 | -2 | -0.055 | 6% | -2 | -8 | 1.1 | -0.53
23) COC(=O)c1ccc(C2C(C#N)=C(N)Oc3cc(C)n(C)c(=O)c32)cc1 (stereo not drawn)
    0.9 | 11 | 18 | 1.3 | 3% | 5 | -11 | 1.1 | 0.058
24) O=C(CSc1nnc(-c2ccco2)n1Cc1ccccc1)c1ccc(F)cc1
    0.9 | 0 | 12 | 0.57 | 3% | 15 | 36 | 1.1 | 0.63
25) CCC(C)Nc1nc2c(c(=O)n(C)c(=O)n2C)n1Cc1cccc(C)c1 (stereo not drawn)
    x | x | 9 | 0.61 | 1% | 15 | -18 | 1.1 | 13*
26) COCCNC(=O)Cn1cc2c(n1)CCC(C)C2 (stereo not drawn)
    0.9 | 3 | 14 | -0.63 | 4% | -6 | -4 | 1.1 | -0.13
27) COc1nc(NC(C)=O)nc(C)c1Br
    1 | 2 | -11 | 0.014 | 3% | -7 | -6 | 1.1 | -10*
28) O=C(c1ccco1)N1CCN(C(=O)C2CC(c3ccc(F)cc3)=NO2)CC1 (stereo not drawn)
    0.8 | 1 | 3 | 1.4 | 2% | -15 | 2 | 1 | 0.44
29) O=C(CCNc1cccc(C(F)(F)F)c1)c1ccco1
    0.9 | -2 | x | 0.36 | 3% | -3 | x | 1.1 | 0.58
30) C=CCNc1nc(-c2ccc(OC)cc2OC)cs1
    0.9 | 8 | 52* | -0.34 | 6% | -2 | 102* | 1.1 | 0.0062
31) CCOC(=O)c1cc2c(=O)n3ccccc3nc2n(CCOC)c1=NC(=O)C(C)(C)C
    1 | -10 | 11 | x | 9%[fluoresces] | 9 | 7 | 2.3* | x
32) O=C(CCN1C(=O)C2C3C=CC(C3)C2C1=O)NCCc1ccccc1 (stereo not drawn)
    0.9 | 0 | -3 | 1.4 | 4% | -17 | 16 | 1.1 | -0.37
33) CCN1CCN(C(c2cccs2)C(C)NC(=O)c2c(F)cccc2F)CC1 (stereo not drawn)
    0.9 | 9 | -7 | -0.69 | 7% | -16 | -1 | 1 | 0.58
34) COCCn1c(SCC(=O)Nc2ccc3c(c2)OCCO3)nnc1-c1c[nH]c2ccccc12
    0.9 | 6 | -4 | 1.2 | 4% | 7 | -10 | 1.1 | -2.2
35) O=C(CSC1=NCCS1)N1CCN(c2ccccc2)CC1
    x | x | 22 | -1.2 | 0% | -6 | 18 | 1.1 | -1.1
36) COc1ccc(N2CCN(C(=O)CN(c3ccc(Br)cc3)S(C)(=O)=O)CC2)cc1
    0.9 | 2 | x | -2.3 | 6% | 7 | x | 1 | 0.22
37) CC(=O)Nc1coc2ccc(Br)cc12
    0.9 | 2 | -4 | 0.033 | 6% | x | -8 | 1 | -0.46
38) O=C(CSC1=NCCN1)C1COc2ccccc2O1 (stereo not drawn)
    1 | x | -8 | 0.77 | 1% | -10 | -4 | 1.1 | -1.6
39) O=C(COC(=O)CCC(=O)c1ccc(F)cc1)Nc1ccc(N2CCOCC2)cc1
    1 | 5 | 5 | -0.63 | 5% | -8 | 6 | 1.1 | 0.34
40) COc1ccc(-c2ccc(SCC(=O)N3CCCC3)nn2)cc1OC
    0.9 | 9 | -9 | 0.27 | 7% | -7 | 7 | 1 | 0.068
41) COc1ccc(N2CCN(C(=O)C(C)(C)Oc3ccc(Cl)cc3)CC2)cc1
    0.9 | 7 | -16 | 0.078 | 1% | 25 | 13 | 1.1 | -0.4
42) COCc1cc(C)nc(Nc2ccccc2C)c1C#N
    1 | 0 | -3 | 1.2 | 1% | -2 | -4 | 1.2 | 1.7
43) CC1(C)CC(=O)c2cc(C(=O)NCc3ccco3)c(=O)n(-c3ccc(Cl)cc3)c2C1
    1 | 4 | -29 | -1.5 | 1% | 23 | 11 | 1.1 | 0.2
44) COC(=O)c1sc(NC(=O)c2ccc(Cn3cc(Cl)cn3)o2)c(C#N)c1C
    1 | -3 | 7 | -0.027 | 7% | 0 | -2 | 1.1 | 0.0068
45) N#CC1=C(C=Nc2ccccc2O)CCC1
    0.9 | 3 | -22 | -3 | 3% | -17 | 11 | 1 | 0.95

Of the compounds above, these contain a thiophene ring, fused or not.
Fields: TNAP act mid DEA | Ec RNAP inh | RORA act | M1 agonist | NADH coupling | tolC growth inh | SF1 activator | Fluor 339 460 | M1 antag
9) CC(C)Cn1c(N2CCN(C(=O)c3cccs3)CC2)nc2ccccc21
    0.9 | x | 9 | 0.1 | 5% | 2 | -25 | 1.1 | -0.32
10) O=C(Cc1cccs1)N1CCN(c2ccccn2)CC1
    0.9 | 7 | 20 | -0.17 | 5% | -9 | -12 | 1.2 | 0.22
16) O=C(NCc1cccs1)Nc1cccs1
    0.9 | 4 | -13 | -0.16 | 6% | -2 | -4 | 1.1 | -0.88
33) CCN1CCN(C(c2cccs2)C(C)NC(=O)c2c(F)cccc2F)CC1 (stereo not drawn)
    0.9 | 9 | -7 | -0.69 | 7% | -16 | -1 | 1 | 0.58
44) COC(=O)c1sc(NC(=O)c2ccc(Cn3cc(Cl)cn3)o2)c(C#N)c1C
    1 | -3 | 7 | -0.027 | 7% | 0 | -2 | 1.1 | 0.0068

Carrying on.
Fields: TNAP act mid DEA | Ec RNAP inh | RORA act | M1 agonist | NADH coupling | tolC growth inh | SF1 activator | Fluor 339 460 | M1 antag
46) O=C1CN(S(=O)(=O)c2ccccc2)CC(=O)N1CCc1ccccc1
    1 | 12 | 9 | -0.42 | 0% | 8 | 2 | 1.1 | 0.014
47) O=C(CN1CCN(c2ccccn2)CC1)NC1CCCC1
    0.9 | 12 | 1 | -0.37 | 6% | -16 | -15 | 1.1 | 0.36
48) CCOC(=O)C1=C(Nc2cccc(Cl)c2)OCC1=O
    0.9 | 0 | 0 | -0.66 | 0% | -6 | -6 | 1.1 | 0.013
49) COC(=O)C1=C(C)NC(=O)CC1c1cccc(OC)c1OC (stereo not drawn)
    1 | 4 | -2 | 0.45 | 3% | -11 | 1 | 1.1 | -0.47
50) c1ccc2c(c1)nc(-c1ccncc1)n1nnnc21
    0.9 | 16 | -13 | -0.5 | 3% | 16 | 10 | 1 | -0.27
51) COc1cccc(NC(=O)Cc2cccs2)c1
    1 | 3 | 1 | -0.0031 | 7% | -7 | -12 | 1 | 1
52) O=C(CN1CCN(c2ccccn2)CC1)Nc1ccc(Cl)c(C(F)(F)F)c1
    1 | -1 | 32 | -0.12 | 6% | -3 | 18 | 1.3 | 0.29
53) COc1ccccc1C1/C(=C(/O)c2ccc(C)cc2)C(=O)C(=O)N1CCN1CCOCC1 (stereo not drawn)
    1 | -1 | -5 | -1.5 | 5% | 11 | -3 | 1 | 0.28
54) CC1CCN(CCNC(=O)C2CCCN(S(=O)(=O)c3cccc4nonc34)C2)CC1 (stereo not drawn)
    0.9 | -2 | -10 | 1.1 | 8% | -15 | 0 | 1.1 | 0.86
55) Cc1ccc(CSc2nnc(-c3cccs3)n2C)cc1
    0.9 | 12 | -13 | -0.4 | 6% | -5 | 21 | 1.1 | -0.23
56) COc1ccc(S(=O)(=O)N(C)CC(=O)Nc2ccccc2C(F)(F)F)cc1
    1 | 11 | 0 | -0.84 | 8% | 11 | -11 | 1.1 | 0.11
57) CCOc1ccc(N2CC(C(=O)Nc3cccc(C)c3C)CC2=O)cc1 (stereo not drawn)
    0.9 | 2 | -11 | 0.64 | 1% | -7 | -9 | 1.1 | -0.32
58) CC(=O)C1=C(O)C(=O)N(CCN(C)C)C1c1ccc(Cl)cc1 (stereo not drawn)
    1 | 11 | -5 | 0.29 | 5% | -17 | 3 | 1.1 | 0.61
